# CHOP UPR activ – activators of apoptotic CHOP UPR arm, primary screen, cell-based, CHO-CHOP luciferase reporter, luminescence, uHTS; UPR activation; percent of tunicamycin response over DMSO baseline; activation, % at 10 µM; hit rate 0.34% among 330,000;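 active = at 10 µM dose, activation of 40% or more, normalized to positive control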;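 note: 100% = tunicamycin at 10 µg/mL and 0% = DMSO alone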
#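 System: CHO-CHOP luciferase reporter cell line; amount: 500 cells/well; buffer or medium: F12 medium containing 10% fetal bovine serum; incubation: 6 h compound exposure at 37 °C after overnight seeding; measured by: luciferase luminescence after 10 min with Steady-Glo reagent; evaluation: % reporter activation, DMSO baseline versus tunicamycin full activation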
# APJ agonist – agonists of human apelin receptor APJ, primary screen, CHO-K1 cells, PathHunter beta-arrestin, luminescence. P35414. 0% DMSO wells, 100% apelin. activation, % at 20 µM. hit rate 0.11% among 330,000. AID 2520, 2010;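 active = activation more than six SD over the plate average, tested at 20 µM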;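 note: 0% = DMSO alone and 100% = apelin-13 at 10 nM; some results filed as inactive read as strong as hits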
#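 Test system – PathHunter CHO-K1 APJ (AGTRL-1) beta-arrestin reporter cells · Input – 1000 cells/well · Compound – single test compound dose, 20 µM final, 1% DMSO · Times – compound stimulation 90 min at 25 °C, detection 60 min · Technique – beta-gal luminescence · Read-out basis – APJ–arrestin association signal · Control set – negative DMSO alone, positive Apelin-13 at 10 nM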
# XBP1 UPR activ – activators of adaptive XBP1 UPR arm, primary screen, cell-based, CHO-XBP1 luciferase reporter, luminescence, uHTS | IRE1-XBP1 UPR activation; percent of tunicamycin response, DMSO as zero | hit rate 0.33% among 330,000 | AID 463104, 2010 | activation, % at 20 µM;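 active = versus positive control, 20 µM dose yields 30% or more activation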;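 note: 100% = tunicamycin at 10 µg/mL and 0% = DMSO only wells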
#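 Material – CHO cell line with stable XBP1 luciferase reporter · Buffer or medium – F12 plus 10% FBS · Compound – single point, 20 µM final compound, 1% DMSO · Schedule – 16-18 h cell attachment at 37 °C, then 6 h compound exposure · Signal – Steady-Glo luminescence read · Benchmarks – high control tunicamycin 10 µg/mL final, low control DMSO vehicle only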
# APJ antagonist – antagonists of human apelin receptor APJ, primary screen, CHO-K1 cells, beta-arrestin complementation, luminescence; inhibition, % at 20 µM; hit rate 0.32% among 330,000;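 active = inhibition above about 40% at 20 µM, limit read from the data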;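 note: cells challenged with 10 nM apelin-13 agonist together with compound; plate controls were apelin-13 plus DMSO wells for no effect and DMSO wells lacking apelin-13 for full effect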
# TIM10 inh – growth inhibitors of isogenic TIM10 control yeast, primary screen, counter-screen for tim10-1 yeast inhibitor project, luminescence, uHTS; S. cerevisiae TIM10 strain growth, BacTiter-Glo luminescence, 24 h; inhibition, % at 10 µM; hit rate 1.4% among 330,000; AID 463195, 2010;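 active = inhibition of 40% or more at the single tested concentration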;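 note: wild-type TIM10 isogenic control strain grown at permissive 25 °C; 0% = DMSO yeast wells and 100% = minimal medium wells without yeast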
# Mdm2 MdmX PPI – inhibitors of human Mdm2-MdmX association, primary screen, cell-based, luminescence, split luciferase, SaOS-2, uHTS. Protein Mdm4 (Homo sapiens) + E3 ubiquitin-protein ligase Mdm2 (Homo sapiens), …. hit rate 3% among 330,000. SaOS-2 split-luciferase Mdm2/MdmX complementation. inhibition, % at 8 µM;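 active = inhibition of at least 50% at 8 µM in the primary screen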
# Target sequence (O15151 whole entry, looked up): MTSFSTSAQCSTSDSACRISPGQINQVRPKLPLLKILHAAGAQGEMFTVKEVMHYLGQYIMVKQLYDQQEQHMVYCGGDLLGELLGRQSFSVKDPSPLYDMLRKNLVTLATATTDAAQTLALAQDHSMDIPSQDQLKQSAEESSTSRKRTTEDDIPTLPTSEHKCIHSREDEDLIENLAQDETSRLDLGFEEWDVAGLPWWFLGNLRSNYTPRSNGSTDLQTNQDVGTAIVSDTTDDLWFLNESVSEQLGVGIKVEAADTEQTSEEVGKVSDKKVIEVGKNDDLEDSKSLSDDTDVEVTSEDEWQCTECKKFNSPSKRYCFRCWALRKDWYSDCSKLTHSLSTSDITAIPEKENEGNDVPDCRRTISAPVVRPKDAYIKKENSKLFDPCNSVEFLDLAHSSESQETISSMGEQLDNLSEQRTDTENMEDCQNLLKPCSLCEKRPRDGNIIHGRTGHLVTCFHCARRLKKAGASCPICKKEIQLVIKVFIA
# Target sequence (Q00987 whole entry, looked up): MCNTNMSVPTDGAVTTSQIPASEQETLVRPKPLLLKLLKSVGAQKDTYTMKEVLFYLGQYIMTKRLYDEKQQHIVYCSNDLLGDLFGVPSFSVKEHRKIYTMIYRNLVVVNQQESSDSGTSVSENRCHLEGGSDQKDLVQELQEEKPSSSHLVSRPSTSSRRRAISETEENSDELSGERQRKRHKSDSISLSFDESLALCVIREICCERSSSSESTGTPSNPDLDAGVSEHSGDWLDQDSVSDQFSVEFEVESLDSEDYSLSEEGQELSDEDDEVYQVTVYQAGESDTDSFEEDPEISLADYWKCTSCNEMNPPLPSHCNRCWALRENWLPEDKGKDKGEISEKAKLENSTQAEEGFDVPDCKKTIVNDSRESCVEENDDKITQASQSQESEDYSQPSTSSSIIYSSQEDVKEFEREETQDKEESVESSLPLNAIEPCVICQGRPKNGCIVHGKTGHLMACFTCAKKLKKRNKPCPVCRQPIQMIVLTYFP
# tim10-1 inh – growth inhibitors of tim10-1 mutant yeast, primary screen, luminescence, uHTS. S. cerevisiae tim10-1 ts strain growth, BacTiter-Glo, 24 h. inhibition, % at 20 µM. hit rate 2.2% among 330,000;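 active = inhibition of at least 40%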;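 note: mutant grown at 25 °C; 0% = DMSO wells with yeast and 100% = wells holding no yeast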
# CXCR6 inh – CXCR6 receptor inhibitors, primary screen, cell-based, beta-arrestin, luminescence, CHO-K1 PathHunter, 1536-well; C-X-C chemokine receptor type 6 (Homo sapiens), O00574; inhibition, % at 20 µM; hit rate 0.36% among 360,000; AID 602244, 2012; in the data active = inhibition above about 34%, passing the limit was not always enough;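 note: antagonist mode with CXCL16 agonist at 10 nM final; 0% = 10 nM CXCL16 with DMSO and 100% = unstimulated wells without agonist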
# tim23-1 inh – growth inhibitors of tim23-1 mutant yeast, primary screen, luminescence, uHTS; S. cerevisiae tim23-1 growth, BacTiter-Glo luminescence, 24 h; inhibition, % at 20 µM; hit rate 1.3% among 330,000; AID 463212, 2010;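 active = growth inhibition of the mutant yeast at or above 50%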;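 note: temperature-sensitive mutant grown at 25 °C; plate controls were DMSO-treated mutant yeast for no effect and medium wells lacking yeast for full effect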
# Active calls of the source: *; nt = not tested or not shown; & = joins results of further samples.
item	molecule	CHOP UPR activ	APJ agonist	XBP1 UPR activ	APJ antagonist	TIM10 inh	Mdm2 MdmX PPI	tim10-1 inh	CXCR6 inh	tim23-1 inh
1	CC(C)CNC(=O)C(=O)Nc1ccc(N(C)C)cc1	1.4	-1	-1	3	0	-50	11	2	22
2	Cn1c(SCC(=O)NC2CC2)nnc1-c1ccc(Cl)cc1	-1.6	-3	0	-8	7	23	-15	1	-12
3	COC(=O)[C@H](CCSC)NC(=O)c1cccnc1SC	-2.0	0	-2	11	-8	12	-15	12	-7
4	COc1ccc(C/C(N)=N/OC(=O)c2cccs2)cc1	0.2	6	-5	-62	77*	-4	46*	-22	85*
5	CC(=O)c1ccc(NC(=O)c2ccc(CNc3c(N4CCOCC4)c(=O)c3=O)cc2)cc1	1.0	-1	-2	-12	-10	17	-2	-2	3
6	CCN1C(=O)[C@@H]2[C@@H](c3ccc(-c4ccc(F)cc4)c(OC)c3)N3CCCC[C@@]3(C(=O)OC)[C@@H]2C1=O	1.8	-1	2	15	8	36	7	-2	20
7	COc1ccc(-c2cn(/N=C/c3ccc(Cl)cc3Cl)c(N)n2)cc1	4.1	0	-1	-28	-9	4	-18	4	-2
8	Cc1ccc(O)c(NC(=O)C2CC(c3c(F)cccc3Cl)=NO2)c1 (stereo not drawn)	-0.6	2	2	-7	25	6	44*	1	54*
9	CC(=O)N1c2ccc(S(=O)(=O)N3CCC(C(=O)Nc4cccc(C(F)(F)F)c4)CC3)cc2CC1C (stereo not drawn)	4.2	-1	-5	-14	-1	32	-3	5	9
10	CCOC(=O)C1CCCN(S(=O)(=O)c2ccc3c(c2)C(C)(C)C(=O)N3C)C1 (stereo not drawn)	-0.2	-1	1	-10	-5	18	-11	0	1
11	CC(C)(C)c1cc(NC(=O)c2ccco2)n(-c2ccccc2)n1	1.1	1	-3	-9	11	9	20	5	6
12	CCCCN(CC)Cc1ccc(CNC(=O)Nc2ccc(F)cc2)o1	-1.1	-2	-3	14	-6	-4	-3	-3	2
13	Cc1noc(C)c1C(=O)OCC(=O)Nc1cc(Cl)ccc1Oc1ccccc1	-2.5	-3	0	-22	-11	19	27	21	16
14	CCCCOc1ccc(NC2=NC3(CCCC3)N=C(N)N2)cc1	0.1	-7	-3	8	-13	27	9	2	0
15	COc1cccc(/C=C(\CC(=O)O)c2nc3ccccc3s2)c1	-1.0	-4	6	12	-4	22	8	2	26
16	CCCN1C(=O)/C(=C/C=C2\N(CC)c3ccccc3C2(C)C)SC1=S	-0.1	-12	-3	15	8	12	26	20	8
17	Cc1ccc(NC(=O)CN(C)C(=S)NC2CC2)cc1	-1.1	-3	-2	4	4	30	1	3	0
18	Fc1ccc(SCCc2ccccn2)cc1	5.3&4.7	-2&3	5&5	18&10	14&9	-5&-4	9&-3	3&3	6&1
19	O=C(/C=C/c1ccc(F)cc1)Nc1nc2ccccc2[nH]1	4.9	-1	2	3	-4	-17	-21	nt	-26
20	Cc1cccc(OCC(=O)Nc2ccc3c(c2)C(=O)NC3=O)c1	-0.4	2	-5	-6	18	-1	11	0	29
21	COCc1nc2oc3ccc(C)cc3c(=O)c2cc1C(=O)OC	5.5	-2	-2	35	10	-69	-3	3	15
22	O=C(CN1C(=O)S/C(=C\c2ccccc2F)C1=O)NCCCn1ccnc1	-0.1	4	-3	0	-8	22	12	-9	-11
23	CC(C)(C)NC(=O)C(c1ccncc1)N(C(=O)c1csnn1)C1CC1 (stereo not drawn)	0.6	-7	-1	4	-7	18	4	0	11
24	O=C(CCCn1c(=O)oc2ccccc21)N1CCN(c2ccc(F)cc2)CC1	2.5	-3	0	4	22	15	14	1	17
25	Cn1cc(Cl)c(C(=O)N/N=C/c2ccc(OS(=O)(=O)c3ccccc3)cc2)n1	-0.7	0	-2	-4	27	-15	30	0	23
26	CCN(c1cccc(C)c1)S(=O)(=O)c1ccc(-c2cc(C)no2)s1	-3.1	-5	4	8	-11	53*	22	12	2
27	COCCCNC(=O)C1CCCN(S(=O)(=O)c2cccc3nsnc23)C1 (stereo not drawn)	0.7	5	2	-12	11	7	11	-3	18
28	COC(C[C@H]1O[C@H]1[C@@H](O)[C@H](C)OCc1ccccc1)OC	0.5	-2	0	9	-5	-8	-20	-7	-1
29	Cc1cnc(NC(=O)CCCSc2nc3ccccc3s2)s1	0.8	-2	1	6	-37	9	12	-4	-19
30	Cc1nc2nc(CSc3nc4ccccc4s3)cc(=O)n2[nH]1	-1.3	1	2	-6	-19	2	10	-2	6
31	CSc1ncc(Cl)c(C(=O)Nc2ccc(NC(C)=O)cc2)n1	1.0	-1	3	-21	9	31	-12	0	15
32	Cn1c(SCC(=O)N2CCCC2)nnc1-c1cnccn1	0.3	-1	-2	-19	-6	-5	-7	1	-2
33	COC(=O)Nc1ccc(SCC(=O)c2ccc(Cl)cc2)cc1	-0.1	-3	1	7	12	23	8	-8	39
34	Cc1ccc(NC(=O)COC(=O)c2ccc([N+](=O)[O-])s2)c(C)c1	-0.8	4	-4	-26	35	20	38	-10	-54
35	Cc1cc(C)n(C(N)=NC(=O)c2ccc([N+](=O)[O-])cc2)n1	5.1	-5	0	0	10	-40	-4	-16	0
36	CCOC(=O)NNc1ccc2nonc2c1[N+](=O)[O-]	0.9	7	0	-20	31	7	20	nt	56*
37	CCOCCCN(C(=O)Cn1nnc(-c2ccc(C)o2)n1)C(C(=O)NC1CCCC1)c1ccc(C)o1 (stereo not drawn)	1.8	-3	2	11	13	21	11	11	20
38	CCN(Cc1ccccc1)C(=O)CC1Oc2ccccc2NC1=O (stereo not drawn)	1.1	3	-4	13	5	9	3	0	-2
39	CC(C)[C@H](NS(=O)(=O)c1ccccc1)C(=O)OCC(=O)NCc1ccc2c(c1)OCO2	-2.8	-3	-3	0	-6	9	9	4	2
40	CC1CCN(C(=O)CN2C(=O)C(=O)c3ccccc32)CC1	-2.0	-3	-2	-2	8	10	16	-4	13

# Another view of part of the listing above:
# Values run as follows: CHOP UPR activ	APJ agonist	XBP1 UPR activ	APJ antagonist	TIM10 inh	Mdm2 MdmX PPI	tim10-1 inh	CXCR6 inh	tim23-1 inh
[24] O=C(CCCn1c(=O)oc2ccccc21)N1CCN(c2ccc(F)cc2)CC1
 : 2.5	-3	0	4	22	15	14	1	17
[25] Cn1cc(Cl)c(C(=O)N/N=C/c2ccc(OS(=O)(=O)c3ccccc3)cc2)n1
 : -0.7	0	-2	-4	27	-15	30	0	23
[26] CCN(c1cccc(C)c1)S(=O)(=O)c1ccc(-c2cc(C)no2)s1
 : -3.1	-5	4	8	-11	53*	22	12	2
[27] COCCCNC(=O)C1CCCN(S(=O)(=O)c2cccc3nsnc23)C1 (stereo not drawn)
 : 0.7	5	2	-12	11	7	11	-3	18
[28] COC(C[C@H]1O[C@H]1[C@@H](O)[C@H](C)OCc1ccccc1)OC
 : 0.5	-2	0	9	-5	-8	-20	-7	-1
[29] Cc1cnc(NC(=O)CCCSc2nc3ccccc3s2)s1
 : 0.8	-2	1	6	-37	9	12	-4	-19
[30] Cc1nc2nc(CSc3nc4ccccc4s3)cc(=O)n2[nH]1
 : -1.3	1	2	-6	-19	2	10	-2	6
[31] CSc1ncc(Cl)c(C(=O)Nc2ccc(NC(C)=O)cc2)n1
 : 1.0	-1	3	-21	9	31	-12	0	15
[32] Cn1c(SCC(=O)N2CCCC2)nnc1-c1cnccn1
 : 0.3	-1	-2	-19	-6	-5	-7	1	-2
[33] COC(=O)Nc1ccc(SCC(=O)c2ccc(Cl)cc2)cc1
 : -0.1	-3	1	7	12	23	8	-8	39

# Whole records, looked up by structure. Order of values: CHOP UPR activ, APJ agonist, XBP1 UPR activ, APJ antagonist, TIM10 inh, Mdm2 MdmX PPI, tim10-1 inh, CXCR6 inh, tim23-1 inh
# CC1CCN(C(=O)CN2C(=O)C(=O)c3ccccc32)CC1 as listed: -2.0, -3, -2, -2, 8, 10, 16, -4, 13
# CCCCN(CC)Cc1ccc(CNC(=O)Nc2ccc(F)cc2)o1 as listed: -1.1, -2, -3, 14, -6, -4, -3, -3, 2

# New compounds follow
item	molecule	CHOP UPR activ	APJ agonist	XBP1 UPR activ	APJ antagonist	TIM10 inh	Mdm2 MdmX PPI	tim10-1 inh	CXCR6 inh	tim23-1 inh
41	CC(C)(C)OC(=O)NCCCC[C@@H](C(=O)NCCCCCCCCCCC(=O)N1CCN(C(=O)OC(C)(C)C)CC1)n1cc(CCCC(=O)O)nn1	-0.6	3	-2	18	3	12	4	4	17
42	CCNC(=O)NC(=O)C(C)Sc1ncc(C(F)(F)F)cc1Cl (stereo not drawn)	0.3	-2	-2	-4	10	13	20	2	9
43	COc1cccc2sc(N(CCN(C)C)C(=O)/C=C/c3cccs3)nc12	0.3	0	3	3	-1	56*	14	0	16
44	COc1ccc(C(CNC(=O)CCC(=O)c2ccc(C)s2)N2CCOCC2)cc1 (stereo not drawn)	-1.5	-6	-2	13	5	-2	11	1	13
45	O=C(N1CCN(c2ccccc2F)CC1)C1(S(=O)(=O)c2ccc(Cl)cc2)CC1	0.8	0	-7	12	15	7	-4	-4	23
46	CCC(C)NC(=O)C1CCN(S(=O)(=O)c2ccc3nc4c(c(C(=O)O)c3c2)CCCCC4)CC1 (stereo not drawn)	-0.5	0	-4	16	6	11	-2	5	-5
47	COc1ccc(-c2csc(N3CCN(Cc4ccc5c(c4)OCO5)CC3)n2)cc1	-1.7	-5	-3	18	11	13	13	-7	7
48	CCOC(=O)c1c(NC(=O)CSc2nc3cc(Cl)ccc3s2)sc(C(C)=O)c1C	-0.7	-2	-4	1	6	17	8	nt	-5
49	CCN1C(=O)N/C(=C/c2ccc(C)o2)C1=O	-2.1	-2	0	19	10	-2	-7	-3	4
50	CC(C)c1ccc(C2C3CSCC=C3C(C#N)=C(N)C2(C#N)C#N)cc1 (stereo not drawn)	33	3	-3	0	18	4	30	nt	36
51	O=c1[nH]c(=O)c2nc3ccccc3nc2[nH]1	0.3	-6	-2	5	4	-7	-7	3	8
52	CC(C)CN(C(=O)COC(=O)c1ccc(Br)o1)c1c(N)n(Cc2ccccc2)c(=O)[nH]c1=O	0.9	1	-3	-6	10	9	8	6	11
53	COc1ccccc1NC(=O)CSc1nc(O)cc(=O)n1C	-2.0	-2	-2	20	3	-2	9	-9	15
54	COC(=O)[C@H](C)NC(=O)N1CCC(Cc2ccccc2)CC1	1.0	-2	4	-12	8	-19	8	-5	0
55	COCC(=O)N(C)C[C@H]1N[C@@](Cc2ccccc2)(C(=O)OC)[C@H]2C(=O)N(C)C(=O)[C@@H]12	7.4	0	-3	4	12	-20	-5	3	9

# Not all compounds are listed. The share of hits here may be higher or lower than overall.
